LMNA splice mod = qHTS Assay for Modulators of Lamin A Splicing; HeLa LMNA splicing GFP/RFP minigene ratio, 48 h; Potency, µM (series often up to 46.1 µM), inactives show top-dose ratio change, negative = inhibition, usual class: inhibitors; actives 0.01% (n = 200,000); AID 1487, 2009; active means well fitted inhibition curve with a large enough effect in the signal ratio, with a control signal flat, not every such curve was filed as active; inconclusive means small, poorly fitted or top-dose-only effect, or effect the other way, or a change in a side signal; the % refers to the signal ratio; further: potency means the concentration at half of the fitted maximal effect; on the % scale 0 is the no-effect control and ±100 the full control effect
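S3 HeLa cells stably expressing lamin A-EGFP splicing minigene plus DsRed2, 600 cells/well, 48 h compound exposure at 37C. Laser-scanning cytometry; analysed as GFP (500-530 nm)/RFP (575-640 nm) total intensity ratio; 0.5% DMSO vehicle.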
IMPase Li cell = qHTS Assay for Identifying the Cell-Membrane Permeable IMPase Inhibitors: Potentiation with Lithium | CHO-M1 cells, IP1 TR-FRET (IP-One), carbachol + lithium | Potency, µM (titrated, usually from 59.4 µM), for the others: at the top dose activity, negative = IMPase inhibition, usual class: inhibitors | actives 0.35% (n = 210,000);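 further: IP1 builds up when IMPase is blocked and the TR-FRET signal falls; potency means the concentration at half of the fitted maximal effect; plate controls were basal vehicle for no effect and high inhibitor control for full effect; nearly all actives have a fitted effect of over 50% in size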
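IP1 accumulation measured by competitive TR-FRET in lysed CHO-M1 cells after 30 min compound exposure at 37C, with a small lithium addition to potentiate weak responses. Hill-equation AC50 from ratio and donor-channel data.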
CBFb-RUNX1 inh = qHTS Assay for Compounds Blocking the Interaction Between CBF-beta and RUNX1 for the Treatment of Acute Myeloid Leukemia | AlphaScreen CBFb-His/RUNX1-biotin binding, biochemical | Potency, µM (highest dose often 59.8 µM), for the others: top-dose activity, negative = inhibition, hits mostly inhibitors | 230,000 tested, under 10 active; further: % of control where 0% means no effect
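His-tagged CBF-beta and biotinylated RUNX1 (30 nM each) were premixed 20 min at room temperature, exposed to compound for 15 min, then given nickel-chelate and streptavidin AlphaScreen beads (50 ng each). After 90 min, AlphaScreen signal was read.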
GLA spleen mod = qHTS Assay for Inhibitors and Activators of Human alpha-Galactosidase From Spleen Homogenate. Potency, µM (doses to about 80 µM), without a hit: at the highest dose activity change, negative = inhibition, actives largely listed as inhibitors. AID 2107, 2009. actives 0.008% (n = 240,000). human spleen homogenate, 4MU-alpha-Gal fluorescence, 40 min. Alpha-galactosidase A (Homo sapiens), P06280;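 further: potency means the concentration at half of the fitted maximal effect; 0% = enzyme with vehicle and -100% = no enzyme basal signal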
Target sequence (P06280 32-429 limits assumed): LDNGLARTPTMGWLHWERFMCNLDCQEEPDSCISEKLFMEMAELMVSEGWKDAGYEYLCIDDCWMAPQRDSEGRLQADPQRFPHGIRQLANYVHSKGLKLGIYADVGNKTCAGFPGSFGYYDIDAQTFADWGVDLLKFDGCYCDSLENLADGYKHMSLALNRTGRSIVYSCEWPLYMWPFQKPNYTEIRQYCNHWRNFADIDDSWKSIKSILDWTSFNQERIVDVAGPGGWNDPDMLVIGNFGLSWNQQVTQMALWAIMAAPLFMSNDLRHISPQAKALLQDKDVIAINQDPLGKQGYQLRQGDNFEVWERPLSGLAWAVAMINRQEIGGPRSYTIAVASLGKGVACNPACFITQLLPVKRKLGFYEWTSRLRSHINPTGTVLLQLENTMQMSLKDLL
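Inhibition or activation of alpha-galactosidase in human spleen homogenate is scored by 4-MU fluorescence after 40 min at 37C, pH 5.0, with 1 mM substrate. AC50s come from concentration-response fitted to the Hill equation.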
Epigenetic reg = Quantitative High-Throughput Screen for Regulators of Epigenetic Control. murine LDR cells, GFP reporter derepression, 30 h. Potency, µM (doses to about 53.9 µM), without a hit: top-dose GFP activation, most hits filed as activators. actives 0.2% (n = 280,000). AID 1865, 2009; further: potency means the concentration at half of the fitted maximal effect; % of control where 0% means no effect; nearly all actives have a fitted effect of over 60% in size
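Readout is the number of GFP-expressing murine LDR cells, counted by cytometry following washing. Cells were treated with compound for 30 h at 37 C; the stably integrated CMV-GFP locus is normally silent.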
NPSR antag = qHTS Assay for Antagonists of the Neuropeptide S Receptor: cAMP Signal Transduction | actives 1% (n = 220,000) | Potency, µM (top dose mostly 38.3 µM), without a hit: top-dose activity change, negative = inhibition, most hits filed as inhibitors | AID 1461, 2008 | Q6W5P4 | CHO-NPSR cells, cAMP TR-FRET, antagonist mode; further: potency means the concentration at half of the fitted maximal effect; on the % scale 0 is the no-effect control and ±100 the full control effect; nearly all actives have a fitted effect of over 50% in size; many of its hits are not listed in these tables
Target sequence (Q6W5P4 whole entry, looked up): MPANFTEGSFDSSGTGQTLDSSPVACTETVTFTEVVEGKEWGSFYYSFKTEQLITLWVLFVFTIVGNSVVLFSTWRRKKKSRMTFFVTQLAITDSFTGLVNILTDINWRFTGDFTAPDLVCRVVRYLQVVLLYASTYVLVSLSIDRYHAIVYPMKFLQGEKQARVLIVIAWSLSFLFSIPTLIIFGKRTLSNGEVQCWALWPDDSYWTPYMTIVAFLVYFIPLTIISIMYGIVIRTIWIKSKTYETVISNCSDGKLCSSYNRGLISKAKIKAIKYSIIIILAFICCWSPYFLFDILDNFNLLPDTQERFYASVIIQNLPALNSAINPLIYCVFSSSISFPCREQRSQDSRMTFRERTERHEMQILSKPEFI
KinaseGlo FLuc = Counterscreen for Luciferase (Kinase-Glo TM) Inhibition; actives 0.28% (n = 200,000); Kinase-Glo luciferase, ATP luminescence, 8 min; Luciferin 4-monooxygenase (Photuris pensylvanica), Q27757; AID 1379, 2008; Potency, µM (top dose mostly 38.3 µM), inactives show at the top dose activity change, negative = inhibition, most hits filed as inhibitors; further: potency means the concentration at half of the fitted maximal effect; on the % scale 0 is the no-effect control and ±100 the full control effect; nearly all actives have a fitted effect of over 60% in size
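Light output from Kinase-Glo luciferase with luciferin and 10 uM ATP in 50 mM imidazole pH 7.2, KCl, MgCl2, Tween 20, BSA; compound pin-delivered, 8-min ambient incubation, then luminescence read.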
Numbers without * were called inactive; ? = inconclusive; / = not tested or not shown; & = joins results of further samples; [ ] = dose if it differs, or a comment. Unless noted, the call rests on the fitted dose curve; in most records, active means well fitted curve in the direction sought with a large enough effect; inconclusive means small, poorly fitted or top-dose-only effect, or another doubt; inactive means no such curve, though single readings can be large; an effect the other way counts as inactive or inconclusive. Only part of the results is shown; count on the stated rates, not on these rows.

No.	Molecule	LMNA splice mod	IMPase Li cell	CBFb-RUNX1 inh	GLA spleen mod	Epigenetic reg	NPSR antag	KinaseGlo FLuc
1	O=C1C(=O)N(Cc2cccnc2)C(c2ccccn2)/C1=C(/O)c1ccc(F)cc1 (centres undefined)	19%	-9%[38.3 µM]	-9%	6%	1.7%	5%[46.1 µM]	-7%
2	Cc1nn(-c2ccccc2)c2sc(C(=O)N3CCCCC3)cc12	?	17%[38.3 µM]	11%	-2%	-0.4%	?	0%
3	Cc1ccc(S(=O)(=O)N(C)C)cc1-n1c(SCC(=O)N(C)C)nc2ccccc2c1=O	2%[46 µM]	2%	5%	-1%	-0.2%	-12%	-1%
4	CCCC1(CCC)NC(=O)N(CC(=O)Nc2ccccc2OC)C1=O	-1%	-5%[38.3 µM]	-1%	3%	-0.3%	-1%[46.1 µM]	2%
5	CC(C)(C)OC(=O)NCCCCCc1nnc(SCc2c(F)cccc2Cl)o1	/	/	14%	5%	0.0%	-52%	/
6	COc1cccc(/C=N/NC(=O)CCn2cnc3ccccc32)c1	/	/	-1%	-5%	0.0%	-1%	/
7	CCO/C(=C/c1sc2ccc(OC)cc2[n+]1CCCS(=O)(=O)[O-])CC	7%	11%[38.3 µM]	5%	1%	2.0%	-7%[46.1 µM]	18%
8	CCOC(=O)c1ccccc1NC(=O)COc1ccccc1	7%	22%[38.3 µM]	13%	6%	-1.0%	-13%[46.1 µM]	2%
9	COc1ccc(S(=O)(=O)N2CCCCCC2)cc1C(=O)OCC(=O)NC(N)=O	10%	8%[38.3 µM]	1%	-6%	0.0%	1%[7.67 µM]	2%
10	CCOC(=O)c1nn(-c2ccccc2)c(=O)c2c(N)scc12	-4%	0%[38.3 µM]	-3%	19%	-1.4%	1%[46.1 µM]	-1%
11	CC1OC(Oc2ccc3ccc(=O)oc3c2-c2c(O)ccc3cc(Oc4ccc5ccc(=O)oc5c4)c(=O)oc23)C(O)C(O)C1O (centres undefined)	-6%	-2%	0%[2.36 µM]	3%	5.2%	7%	-4%
12	O=C(O)c1ccc(N/N=C/c2ccc(C(F)(F)F)cc2)cc1	-2%[46 µM]	-3%	-12%	5%	-0.2%	-22%	1%
13	CC[C@H]1C(c2cccc(Cl)c2)=NN(c2ccccc2)[C@@H]1CO	/	22µM*	?	9%[119 µM]	-0.1%	/	-2%[39.9 µM]
14	O=c1cc(-c2ccccc2Cl)oc2c([N+](=O)[O-])c(O)cc(O)c12	?	12%&-17%	-22%[89.1 µM]	4%[119 µM]	-0.9%&0.3%	-15%	4%[39.9 µM]
15	C=CCn1c(Cc2cccs2)nnc1SC/C=C/c1ccccc1	?	39%[activator][38.3 µM]	-5%	-13%	-1.6%	-11%[46.1 µM]	-1%
16	Cc1ccc(S(=O)(=O)N2CCN(C(=O)c3cccs3)CC2)cc1C	3%[9.22 µM]	1%	-6%	-14%	0.2%	-3%	1%
17	CC(=O)c1ccc2c(c1)CC(C)C(=O)N2C (centres undefined)	-9%	-5%	5%	1%	-2.0%	22%	-2%
18	Cc1ccc(CC(Cc2nc3ccccc3[nH]2)c2nc3ccccc3[nH]2)cc1 (centres undefined)	/	-2%	-18%[21.7 µM]	6%	-0.3%	/	-1%
19	O=C(COc1ccc(Cl)cc1)N(Cc1ccccc1)c1nc(-c2ccccc2)cs1	7%	6%[38.3 µM]	1%	8%	-1.1%	-7%[46.1 µM]	-2%
20	COc1ccc(-c2noc(CCC(=O)NCCN(C)Cc3ccccc3)n2)cc1	13%	-2%[38.3 µM]	0%	-1%	-0.7%	-27%[46.1 µM]	1%
21	CCCCCCC(C)NC(=S)Nc1cc(S(=O)(=O)N(C)C)ccc1C (centres undefined)	?	17%	2%	0%	-1.8%	-34%	4%
22	CCCNC(=O)CSc1nc(-c2cccs2)cc(C(F)(F)F)n1	9%	-28%[38.3 µM]	-1%	-2%	8.5%	-11%[46.1 µM]	-5%
23	CCn1c(COc2ccccc2C)nnc1SCC(=O)Nc1cc(C)on1	8%	-21%[38.3 µM]	5%	1%	-2.9%	-1%[46.1 µM]	-2%
24	CCC(=O)NCCCCNC(=O)CC	3%	6%[38.3 µM]	1%	-2%	-3.1%	-3%[46.1 µM]	0%
25	Cc1ccsc1C1C(C(=O)O)c2ccccc2C(=O)N1C (centres undefined)	6%	0%[38.3 µM]	3%	5%	1.9%	1%[46.1 µM]	-5%
26	Nc1ccc2oc(-c3ccccc3Cl)cc(=O)c2c1O	?	2%&2%	-24%[89.1 µM]	12%[119 µM]	0.9%&2.0%	2%	-4%[39.9 µM]
27	Cc1cc[n+]2n1CC(O)C2 (centres undefined)	/	/	6%	4%	-4.7%	27%	/
28	CCCCn1nc(C(=O)N2CCc3ccccc32)c2ccccc2c1=O	-13%	19%[38.3 µM]	1%	-3%	-2.1%	-29%[46.1 µM]	0%
29	O=C(Cc1c[nH]c2ccccc12)OCC(=O)c1ccccc1	12%	-24%[38.3 µM]	-1%	-1%	-0.9%	-7%[46.1 µM]	3%
30	CCOc1ccc2nc(NC(=O)Cc3cccs3)sc2c1	5%	26%[38.3 µM]	-2%	-3%	-1.0%	-9%[46.1 µM]	18%
31	O=C(c1ccc(COc2ccccc2Br)o1)N1N=C(C(F)F)CC1(O)C(F)F (centres undefined)	?	8%	5%	-1%	-0.9%	-13%	-1%
32	COC(=O)c1cc(C(=O)OC)n(Cc2ccc(Br)cc2)n1	0%	24%[38.3 µM]	4%	1%	0.0%	-8%[46.1 µM]	-3%
33	O=C(COc1ccccc1)Nc1ccccc1N1CCN(c2ccc(F)cc2)CC1	3%	9%[38.3 µM]	7%	-4%	-1.1%	-4%[46.1 µM]	-1%
34	COc1ccccc1N=c1sc2ccccc2n1C	-6%	30%[38.3 µM]	1%	0%	1.0%	?	-1%
35	CC(NC(=O)Nc1ccc2c(c1)OCO2)C1CCCO1 (centres undefined)	10%	31%[38.3 µM]	8%	1%	0.0%	-3%[46.1 µM]	1%
36	N/C(=N/OC(=O)c1ccccc1F)c1nonc1N	/	4%	-1%	2%	0.0%	-3%	11µM*
37	Cc1ccc(-c2noc(CCC(=O)NCCN3CCc4ccccc4C3)n2)cc1	?	4%[38.3 µM]	2%	1%	0.0%	2%[46.1 µM]	11%
38	FC(F)(F)c1ccc(-c2csc(-c3ccno3)n2)cc1	/	/	29%	1%	-1.8%	?	/
39	CCOC(=O)c1cc(-c2ccccc2)sc1NC(=O)CCN1C(=O)c2ccccc2C1=O	-6%	11%	0%	0%	-0.1%	-5%	1%
40	CCC(=O)N1CC2(CC(c3cccc(NC(=O)COc4ccc(Cl)cc4)c3)=NO2)C[C@@H]1C(N)=O (some centres undefined)	/	/	21%	-5%	-1.6%	16%	/
41	CCOc1ccccc1C(=O)Nc1ccccc1C(N)=O	2%	3%[38.3 µM]	-3%	5%	-1.0%	5%[46.1 µM]	1%
42	CN(C(=O)C1CCOC1)c1nnc(-c2ccccn2)s1 (centres undefined)	4%	21%[38.3 µM]	3%	-2%	-1.1%	-8%[46.1 µM]	-3%
43	CC1CCCCC1N1CN=C(Nc2nc3ccccc3s2)NC1 (centres undefined)	11%	-3%[38.3 µM]	3%	0%	-0.2%	-6%[46.1 µM]	-3%
44	CC1=C(C(=O)Nc2ccccc2C)C2(CCCC2)C(C(N)=O)C(=O)N1 (centres undefined)	-1%	7%[38.3 µM]	-1%	3%	0.0%	-10%[46.1 µM]	3%
45	O=C(Cc1ccccc1[N+](=O)[O-])N1CCc2ccccc2C1	-11%[46 µM]	3%	-5%	2%	-1.5%	1%	0%
46	Cc1ccccc1N(CC(=O)NCCSCc1ccco1)S(C)(=O)=O	-3%	0%[38.3 µM]	-5%	9%	-1.1%	-14%[46.1 µM]	0%
47	Cc1ccccc1Nc1c(-c2ccccc2)nc2ncccn12	/	/	8%	-4%	-1.0%	-9%	/
48	O=C(Nc1ccc(Cl)cc1Cl)N1CCN(c2ncccn2)CC1	/	17%	3%	-5%	0.1%	-3%	-1%
49	Cc1cccnc1NC(=S)NCCc1ccccc1	19%[46 µM]	20%	?	3%	-1.1%	-41%	-5%
50	COc1cc(/C=C(\C#N)c2ccccn2)ccc1OCc1ccc(Cl)cc1	-9%	/	10%	17%	4.3%	?	/
51	O=S(=O)(Nc1nc2ccccc2nc1N1CCc2ccccc2C1)c1ccc(Br)cc1	?	10%	-10%	3%	-1.3%	-42%	-8%
52	CCCN1CCN(CCCNC(=O)C2CCCN(c3nnc(-n4cccc4)s3)C2)CC1 (centres undefined)	-2%	7%[38.3 µM]	0%	1%	-1.0%	4%[46.1 µM]	-3%
53	CC(C)P(=O)(c1cccc(C(=O)O)c1)C(C)C	3%	-5%	3%	-7%	1.0%	-5%[46.1 µM]	2%
54	CCOc1cc(C(=O)N2CCN(C/C=C/c3ccccc3)CC2)cc(OCC)c1OCC	-1%	-10%[38.3 µM]	1%	-4%	-1.2%	-11%[46.1 µM]	1%
55	CCN1CCN(C(c2cccs2)C(C)NS(=O)(=O)c2ccc(F)cc2)CC1 (centres undefined)	-10%	42%[activator][38.3 µM]	5%	-3%	0.0%	6%[46.1 µM]	2%
56	O=C(c1ccc([N+](=O)[O-])cc1)N(Cc1ccc(Cl)cc1Cl)N1C(=O)CCCC1=O	5%	31%[38.3 µM]	-7%	2%	0.0%	-21%[46.1 µM]	-6%
57	O=C(NCc1ccco1)C1CC(c2c(Cl)cccc2Cl)=NO1 (centres undefined)	10%	0%[38.3 µM]	-3%	1%	3.5%	-17%[46.1 µM]	-3%
58	O=C(COC(=O)c1ccc[nH]c1=O)NC1CCCCCCC1	/	-9%	2%	11%	2.9%	9%	2%
59	Cc1ccc(NC(=S)Nc2cccc3cnccc23)cc1C	/	23%	-5%	-1%	0.0%	4%	-1%
60	CCCNC(=O)c1ccc2c(=O)n(Cc3ccco3)c(=S)[nH]c2c1	/	-3%	-13%	4%	4.4%	-27%	-1%
61	O=C(NNS(=O)(=O)c1ccc(CCCl)cc1)C(O)(c1ccccc1)c1ccccc1	-21%	4%	?	1%	-2.2%	-41%	-1%

Bioassay records from PubChem BioAssay.
